# GLS inhibitor: blocks human kidney-isoform glutaminase activity. O94925. GLS enzymatic activity, qHTS titration. Potency, µM (top dose mostly 45.5 µM), for inactives: at the highest dose activity change, negative = inhibition, actives largely listed as inhibitors. 410,000 compounds, 0.21% hits; note: potency is the fitted concentration of half-maximal effect; % is set by controls: 0 for no effect and ±100 for the full control effect
#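 Glutamate formation by hKGA was monitored fluorometrically using coupled glutamate oxidase, HRP and Amplex Red. Substrate was added as 1 mM L-glutamine solution; incubation was 30 min at RT after an initial read.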
# JMJD2A Tudor: JMJD2A Tudor domain (human) inhibition; O75164; AlphaScreen JMJD2A-Tudor / H3K4me3 peptide binding; Potency, µM (top dose mostly 114 µM), without a hit: at the highest dose activity change, negative = inhibition, usual class: inhibitors; 390,000 compounds, 4.4% hits; AID 504339; note: potency is the fitted concentration of half-maximal effect; % is set by controls: 0 for no effect and ±100 for the full control effect; nearly all actives have a fitted effect of over 50% in size
# BAZ2B inh: inhibitors of human BAZ2B bromodomain | Q9UIF8 | AlphaScreen BAZ2B-H3K14Ac peptide displacement | Potency, µM (top dose mostly 114 µM), without a hit: top-dose activity change, negative = inhibition, usual class: inhibitors | 360,000 compounds, 4.4% hits | AID 504333; note: potency is the fitted concentration of half-maximal effect; % is set by controls: 0 for no effect and ±100 for the full control effect; nearly all actives have a fitted effect of over 60% in size
#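 In this displacement format the biotinylated H3(5-23) peptide acetylated at Lys14 serves as ligand at 50 nM, with BAZ2B at 50 nM in PBS pH 7.4 containing 0.01% Tween-20. Donor and acceptor beads are 10 ug/mL final.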
# PI4K2A block: inhibitors of human PI4K2A | purified PI4K2A, ADP-Glo luminescence, 1 h; active compounds read low | 420,000 compounds, 0.13% hits | Q9BTU6 | activity change, negative = inhibition, % at 76.9 µM; in the data active = activity change below about -50%; inconclusive = mostly about -30% to -49%;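 note: -100% = wells without enzyme as full effect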
#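 Compounds are screened against recombinant PI4K2A using PI as substrate and ATP, the latter dispensed at 300 microM. Reactions run one hour at ambient temperature before ADP-Glo detection; full inhibition defined by wells lacking enzyme.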
# G9a inh: blocks human histone lysine methyltransferase G9a. Q96KQ7. Potency, µM (series often up to 102 µM), for the others: at the top dose activity, negative = inhibition, hits mostly inhibitors. G9a H3K9 monomethylation, AlphaScreen, 2 h. 350,000 compounds, 8.8% hits; note: potency is the fitted concentration of half-maximal effect; % is set by controls: 0 for no effect and ±100 for the full control effect; nearly all actives have a fitted effect of over 75% in size
# Target sequence (Q96KQ7 913-1193 limits assumed): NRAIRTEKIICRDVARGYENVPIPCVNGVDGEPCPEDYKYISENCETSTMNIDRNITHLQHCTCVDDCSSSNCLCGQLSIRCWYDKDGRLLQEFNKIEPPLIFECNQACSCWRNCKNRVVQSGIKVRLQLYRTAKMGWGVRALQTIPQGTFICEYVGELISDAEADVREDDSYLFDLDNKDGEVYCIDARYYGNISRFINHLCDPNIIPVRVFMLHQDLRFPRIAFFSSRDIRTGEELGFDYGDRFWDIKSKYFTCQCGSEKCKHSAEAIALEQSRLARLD
#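 AlphaScreen detection with an anti-monomethyl H3K9 antibody quantified product after a 2 h room-temperature reaction containing 500 nM biotinylated H3K9 peptide, 20 µM SAM and 20 nM enzyme, which had been preincubated 15 min with compound.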
# HP1b chromo inh: HP1-beta chromodomain-methylated histone interaction inhibition. P83916. AlphaScreen HP1-beta / biotin-H3K9me3 peptide binding. Potency, µM (doses to about 114 µM), for inactives: at the top dose activity change, negative = inhibition, hits mostly inhibitors. 390,000 compounds, 0.56% hits; note: potency is the fitted concentration of half-maximal effect; nearly all actives have a fitted effect of over 70% in size; inactives centre near 23
# Target sequence (P83916 whole entry, looked up): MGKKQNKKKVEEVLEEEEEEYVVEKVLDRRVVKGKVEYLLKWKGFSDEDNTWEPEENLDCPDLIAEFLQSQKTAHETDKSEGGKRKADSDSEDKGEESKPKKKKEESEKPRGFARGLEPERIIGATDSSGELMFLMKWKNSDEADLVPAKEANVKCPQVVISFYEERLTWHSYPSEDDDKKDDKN
#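 AlphaScreen: HP1-beta (50 nM) preformed 30 min with biotin-H3(1-18)K9me3 peptide (50 nM) in PBS pH 7.4, 0.01% Tween-20. Compound added for 30 min at RT, then streptavidin donor/nickel chelate acceptor beads (10 ug/mL) for 30 min.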
# ERG Ets-DNA blk: ERG Ets/DNA interaction inhibition; Potency, µM (series often up to 76.9 µM), inactives show at the highest dose FP activity, negative = inhibition, hits mostly inhibitors; AID 624246; P11308; fluorescence polarization, His-ERG Ets domain / labelled DNA; 370,000 compounds, 0.028% hits; active = well fitted inhibition curve with a large enough effect in the polarisation, with a control signal flat; inconclusive = small, poorly fitted or top-dose-only effect, or effect the other way, or a change in a side signal; inactive = no such curve, though single readings can be large or run the other way; the % refers to the polarisation;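 note: polarization taken with two DNA probes labelled with fluorescein and Texas red; potency is the fitted concentration of half-maximal effect; % of control where 0% means no effect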
#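 His-tagged ERG Ets domain (1 uM in the protein solution; 300mM KCl, 50mM Tris-HCl, 1mM EDTA, 1mM DTT, pH 7.5) received compound, then a probe mix of 5 nM fluorescein-DNA and 100nM Texas-615-DNA. Fluorescence polarization was read for both dyes.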
# RGS4 inh: inhibitors of human regulator of G protein signaling 4; P49798; Transcreener GDP fluorescence polarization, RGS4-accelerated GTP hydrolysis; Potency, µM (doses to about 114 µM), inactives show at the highest dose activity change, negative = inhibition, most hits filed as inhibitors; 390,000 compounds, 0.039% hits; AID 504845; note: potency is the fitted concentration of half-maximal effect; % is set by controls: 0 for no effect and ±100 for the full control effect; nearly all actives have a fitted effect of over 75% in size; some results filed as inactive show a strong effect at the top dose
# Target sequence (P49798 whole entry, looked up): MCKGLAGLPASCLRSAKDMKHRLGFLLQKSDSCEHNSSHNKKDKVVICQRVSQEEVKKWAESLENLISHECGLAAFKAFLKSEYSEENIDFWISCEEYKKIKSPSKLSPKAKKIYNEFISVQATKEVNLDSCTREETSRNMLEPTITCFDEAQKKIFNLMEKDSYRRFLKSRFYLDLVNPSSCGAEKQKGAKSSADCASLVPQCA
#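 MLSMR compounds (23 nl, pin-transferred) preincubated 10 min at room temperature with a 500nM (2x) first reagent, then RGS4 at 900nM (2x) plus Transcreener GDP mix added; fluorescence polarization (620/688 nm) read before and after 90 min at 30 °C.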
# ALOX12 inh: inhibitors of human 12S-lipoxygenase ALOX12. P18054. purified 12hLO, xylenol orange hydroperoxide absorbance. Potency, µM (series often up to 108 µM), for the others: at the top dose activity change, negative = inhibition, most hits filed as inhibitors. 580,000 compounds, 1.1% hits. AID 1671190; note: potency is the fitted concentration of half-maximal effect; % is set by controls: 0 for no effect and ±100 for the full control effect
#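 Purified human 12hLO (150 nM final) in 25 mM Hepes, 0.01% Triton X-100, pH 7.0 was preincubated 15 min at room temperature with compound. Then 40 uM arachidonic acid was added, 30 min. Hydroperoxide was read by Fe-XO absorbance ratio 573/405 nm.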
# The depositor's hits bear a star; ? = inconclusive; . = no result given; [ ] = remark or other dose. Unless noted, calls come from the whole dose curve; as a rule, active = well fitted curve in the direction sought with a large enough effect; inconclusive = small, poorly fitted or top-dose-only effect, or another doubt; inactive = no such curve, though single readings can be large; an effect the other way counts as inactive or inconclusive. An excerpt (hit frequency here may not be typical).
GLS inhibitor	JMJD2A Tudor	BAZ2B inh	PI4K2A block	G9a inh	HP1b chromo inh	ERG Ets-DNA blk	RGS4 inh	ALOX12 inh	molecule
5%	-3%	-5%	-1	-2%[59 µM]	38%[activator]	0%	12%	?	OCCN(CCO)c1ncnc2c1cnn2-c1ccc(F)cc1
-4%	4%	.	6	.	30%	0%	6%	0%	COc1ccc(C(=O)Nc2c(N)nc[nH]c2=O)cc1
7%	-16%	-21%	-3	-31%[59 µM]	26%	-5%	16%	2%[57.4 µM]	CCn1c(SCC(=O)Nc2ccc(OC)c(OC)c2)nnc1-c1c[nH]c2ccccc12
7%	-18%	-14%	-2	-34%	34%	10%	-9%	?	CCc1ccc(NC(=O)C[n+]2cc(-c3ccc(C)cc3)n3c2CCC3)cc1
-29%	35µM*	-17%	-5	50µM*	16%	-16%	-4%	?	COc1ccc(C2C(C(=O)c3ccc(C)o3)=C(O)C(=O)N2Cc2cccnc2)cc1 (stereo not drawn)
-2%	-12%	-4%	3	-9%	47%[activator]	-17%	16%	4%[57.4 µM]	COc1ccc(-n2nc3c(c2NC(=O)C2CCCC2)CS(=O)C3)cc1 (stereo not drawn)
0%	-15%	9%[57.1 µM]	-1	7%	-2%	1%	3%	0%	CC(C)OC(=O)CC12CN(C)CC(CC(=O)OC(C)C)(CN(C)C1)C2=O
-6%	-11%	3%	-6	-4%	42%[activator]	-18%	11%	17%	Cc1ccc(C(=O)NNC(=O)C2CCN(Cc3ccc(Cl)c(Cl)c3)CC2)cc1
11%	-6%	2%	-2	?	5%	.	5%	-4%	Cc1c(NC(=O)CSc2nnc3sc4ccccc4n23)c(=O)n(-c2ccccc2)n1C
4%	?	.	-3	.	6%	29%	?	-37%	Cc1cc(N2O[C@]34C=C[C@]25C[C@@H](O)CC[C@]5(C)C3CC[C@]2(C)[C@@H]([C@H](C)/C=C/[C@H](C)C(C)C)CC[C@H]24)no1 (stereo partly drawn)
1%	-12%	.	-6	.	45%[activator]	-17%	15%	3%	C[C@H]1CN([C@@H](C)CO)C(=O)Cc2cc(NC(=O)C3CC3)ccc2O[C@H]1CN(C)Cc1ccc(C(=O)O)cc1
-4%	-3%	2%	-4	-10%	50%[activator]	1%	-20%[56.9 µM]	?	Cc1ccc(CNC(=O)CN2C(=O)NC(C)(c3ccc(Cl)cc3)C2=O)cc1 (stereo not drawn)
-8%	-4%	2%	-2	1%	25%	-10%	0%	-20%	CCOP(=O)(NC12CC3CC(CC(C3)C1)C2)NC12CC3CC(CC(C3)C1)C2
4%	-18%	-6%	-1	-35%	28%	3%	-7%	-28%	O=C(N/N=C/c1ccc(OCc2cnc(Cl)s2)cc1)c1ccncc1
13%	-25%	?	-1	.	39%	8%	-6%	-20%	Cc1nnc(N/N=C/c2c[nH]c3ccccc23)[nH]c1=O
-1%	-10%	-2%	-2	12%	-19%	-1%	21%	-10%	O=C(Nc1ccccc1C(=O)Nc1ccccc1)c1ccco1
0%	-9%	2%	2	0%	34%	-7%	19%	5%[57.4 µM]	COc1ccc(N2C(=O)C3CCCN3C2c2ccc(Cl)cc2)cc1 (stereo not drawn)
75%[activator]	-28%	-27%	-4	-9%	40%[activator]	4%	?	-19%	O=C1Nc2ccccc2/C1=C/c1cnc(-c2ccccc2)[nH]1
-7%	-5%	-8%	4	11%	19%	.	21%	-10%	OC(COCCC12CC3CC(CC(C3)C1)C2)CN1CCCCC1 (stereo not drawn)
2%	-1%	-22%	-1	-50%	19%	-2%	5%	7%	CCCOc1cccc(C2/C(=C(\O)c3ccc4c(c3)OCCO4)C(=O)C(=O)N2CCCn2ccnc2)c1 (stereo not drawn)
5%	-12%	.	-5	-46%	19%	-4%	-3%	-3%	O=C1CC(C(=O)Nc2cccc(F)c2)n2ncnc2N1 (stereo not drawn)
0%	-3%	?	-6	-17%[59 µM]	17%	11%	-9%	-2%	Cc1cc(C)cc(NC(=O)C(OC(=O)c2ccc([N+](=O)[O-])o2)c2ccccc2)c1 (stereo not drawn)
-12%	-10%	3%	3	17%[59 µM]	33%	-1%	-3%	-10%	COc1ccc(NC(=O)c2c(NC(=O)Cc3ccccc3)sc3c2CCCC3)cc1
-8%	-13%	.	4	56µM*	23%	8%	-32%	-18%	O=C(Nc1cccc(S(=O)(=O)N2CCCCC2)c1)c1ccc(OCC2CCCO2)cc1 (stereo not drawn)
0%	25µM*	-32%	3	1.8µM*	12%	?	-4%	?	COc1cc(/C=N/NC(=O)c2ccc3ccccc3c2)ccc1Oc1ccc([N+](=O)[O-])cn1
-3%	-7%	-13%	0	?	12%	7%	2%	15%	Cc1nc2ccc([N+](=O)[O-])cc2[nH]1
-1%	-17%	-2%	-6	36%[59 µM]	33%	-10%	0%	-12%	Cn1c(O)c(N=NC(=O)CNC(=O)c2ccco2)c2ccccc21
-3%	1%	9%	-4	71µM*	22%	-2%	-5%	0%	CCOC(=O)CSc1nc(N)c2c3c(sc2n1)CCCC3
0%	-9%	-28%	1	-6%	20%	0%	-3%	-12%	CCN(CC(=O)Nc1cccc(S(=O)(=O)N2CCOCC2)c1)Cc1ccccc1
0%	-16%	4%	1	0%	12%[57 µM]	3%	23%	-1%	CC1CCN(c2ccc(-c3cccc(NC(=O)C(F)(F)F)c3)nn2)CC1
8%	-23%	-12%	-1	8%[59 µM]	45%[activator]	1%	-24%	-9%	COc1cccc(C(=O)Nc2ccc(C(=O)OCc3cc(=O)n4cc(C)sc4n3)cc2)c1
4%	-26%	1%	2	-12%[12.7 µM]	-3%	8%	13%	?	Cc1ccc(C(=O)c2coc3ccc(O)c(Cl)c23)cc1
15%	-21%	-7%	4	13%	21%	12%	17%	?	COc1ccccc1N1CCN(C(=O)CCNS(=O)(=O)c2ccc(Br)s2)CC1
12%	-13%	-1%	0	-33%[59 µM]	24%	-4%	-5%	-24%	COc1ccccc1N1CCN(C(=O)CCS(=O)(=O)c2cc(Br)cc3c2N(C(C)=O)CC3)CC1
6%	-16%	8%	4	32µM*	-16%	4%	-31%	57%	CC(C)(C)c1nnc(NC(=O)C2CC(=O)N(CCc3ccc(F)cc3)C2)s1 (stereo not drawn)
4%	-16%	-1%	-1	-37%	36%	-4%	18%	41%[activator]	Cc1nc2ccc(NC(=O)c3ccc4ccccc4n3)cc2s1
-1%	-16%	-11%	1	-35%	28%	1%	-2%	6%	Cc1ccc(-c2cc(-c3c(C)nn(C)c(=O)c3N)[nH]n2)cc1
10%	-9%	?	-1	-48%[59 µM]	?	-17%	-7%	?	CCOC(=O)c1c(NC(=S)Nc2ccc(OC)cc2)sc2c1CCC2
7%	?	79µM*	0	?	7%	9%	-22%	-8%	Cc1cc(C)cc(NC(=O)C2CCCN2S(=O)(=O)c2ccc3nc(-c4ccccc4)[nH]c3c2)c1 (stereo not drawn)
4%	7%	-4%	-1	.	17%	1%	12%	-6%	COc1ccccc1CCC(=O)N1CCC(n2nccc2NC(=O)C2CCOC2)CC1 (stereo not drawn)
-5%	-12%	?	-4	-6%	26%	6%	17%	10%[57.4 µM]	CCc1ccccc1NC(=O)c1cc(S(=O)(=O)N2CCCC2)c[nH]1
-4%	-1%	1%	4	10%[59 µM]	28%	3%	0%	3%	N#Cc1c(C(F)(F)F)cc(-c2cccs2)nc1SCC(=O)Nc1cccc(C(F)(F)F)c1
8%	-9%	11%	5	?	48%[activator]	7%	-34%	7%	CCn1c(SCC(=O)c2cccs2)nnc1-c1cccs1
0%	50µM*	-12%	-4	10µM*	-23%	1%	-49%	7%	CCOC(=O)c1ccc(N2C(=O)CC(Sc3nnc(C)s3)C2=O)cc1 (stereo not drawn)
6%	12%	10%	-5	3%[59 µM]	26%	0%	-18%	3%	CCCCC/C=N\NC(=O)Cc1ccc([N+](=O)[O-])cc1
6%	-18%	-8%	4	3%	25%	2%	-5%	7%	O=C(c1ccc(-n2ccnc2)cc1)N1CCCC(CO)(Cc2cccc(Cl)c2)C1 (stereo not drawn)
5%	-4%	.	-2	.	7%[57 µM]	-4%	0%	-19%	Nc1nc(SCc2ccccc2)c2ncn(C3CCCCC3)c2n1
-4%	-3%	-27%	10	-6%	44%[activator]	-1%	-19%	475%[activator]	CCn1c(SCC(=O)NC(=O)c2ccccc2OC)nc2ccccc21
-15%	-15%	7%[57.1 µM]	0	8%[59 µM]	34%	-14%	11%	3%	CC(C)(C)OC(=O)N1CCC(c2c(C(=O)NCc3ccccn3)cnn2-c2ccccc2)CC1

# Given field by field: part of the list above
CCc1ccccc1NC(=O)c1cc(S(=O)(=O)N2CCCC2)c[nH]1
  GLS inhibitor: -5%
  JMJD2A Tudor: -12%
  BAZ2B inh: ?
  PI4K2A block: -4
  G9a inh: -6%
  HP1b chromo inh: 26%
  ERG Ets-DNA blk: 6%
  RGS4 inh: 17%
  ALOX12 inh: 10%[57.4 µM]

N#Cc1c(C(F)(F)F)cc(-c2cccs2)nc1SCC(=O)Nc1cccc(C(F)(F)F)c1
  GLS inhibitor: -4%
  JMJD2A Tudor: -1%
  BAZ2B inh: 1%
  PI4K2A block: 4
  G9a inh: 10%[59 µM]
  HP1b chromo inh: 28%
  ERG Ets-DNA blk: 3%
  RGS4 inh: 0%
  ALOX12 inh: 3%

# Assay outcomes as filed in PubChem BioAssay.
